BaF3 tox: counter-screen for JAK2V617F inhibitors: parental Ba/F3 viability inhibitors; actives 1.1% (n = 220,000); inhibition, % at 5.6 µM; CellTiter-Glo ATP luminescence;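 active = inhibition above a per-campaign cutoff, the mean inhibition of all tested compounds plus 3 SD, cut at about 27% in these data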;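 note: 0% = DMSO wells and 100% = JAK Inhibitor I control wells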
S1P4 ag: activates the human S1P4 receptor; activation, % at 4.98 µM; S1P4-expressing cell line, agonist reporter assay; actives 0.35% (n = 220,000); AID 1509; in the data active = activation above about 11%;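 note: 0% = DMSO vehicle and 100% = reference agonist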
PERK inh: human PERK inhibition, primary cell-based screen; inhibition, % at 5.6 µM; actives 0.17% (n = 220,000); CHO PERK-DD fusion, SEAP luminescence translation reporter; Q9NZJ5; AID 1416;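 active = inhibition above the mean inhibition of all tested compounds plus 3 SD, set separately per screening campaign, cut at about 2.9% in these data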;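 note: PERK kinase domain activated by AP20187 dimerizer at 100 nM; 0% = DMSO with dimerizer and 100% = rapamycin at 8.4 µM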
TRPML3 ag: activates the human TRPML3 channel; HEK293 TRPML3-YFP, Fluo-8 calcium fluorescence; 100% = the carbachol control signal; activation, % at 3 µM; actives 0.29% (n = 220,000); AID 1448;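 active = activation above its plate's cutoff, the mean activation of the plate's test wells plus 3 SD, cut at about 12% in these data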;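 note: 0% = DMSO only wells and 100% = carbachol wells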
Target sequence (Q8TDD5 whole entry, looked up): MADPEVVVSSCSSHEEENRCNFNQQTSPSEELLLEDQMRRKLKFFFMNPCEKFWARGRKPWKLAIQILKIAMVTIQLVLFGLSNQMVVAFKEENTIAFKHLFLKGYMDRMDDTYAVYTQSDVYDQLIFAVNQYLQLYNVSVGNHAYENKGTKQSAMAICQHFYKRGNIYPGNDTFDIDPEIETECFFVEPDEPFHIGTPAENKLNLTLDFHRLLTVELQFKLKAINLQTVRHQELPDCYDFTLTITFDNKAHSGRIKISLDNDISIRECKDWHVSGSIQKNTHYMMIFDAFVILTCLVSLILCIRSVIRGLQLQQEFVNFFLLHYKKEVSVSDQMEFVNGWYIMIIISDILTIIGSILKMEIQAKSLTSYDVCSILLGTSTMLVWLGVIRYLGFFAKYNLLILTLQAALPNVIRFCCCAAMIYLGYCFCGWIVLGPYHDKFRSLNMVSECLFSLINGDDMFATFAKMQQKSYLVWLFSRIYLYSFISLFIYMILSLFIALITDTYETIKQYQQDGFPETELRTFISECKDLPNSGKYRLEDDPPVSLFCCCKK
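system = HEK293 cells stably carrying human TRPML3-YFP | doses = one concentration, 3 µM nominal, 0.3% DMSO | timing = dye loading 1 h 37 °C then 30 min ambient, 125 s read | detection = Fluo-8 calcium dye fluorescence, ex 470-495, em 515-575 nm | benchmarks = high control carbachol 87 µM, low control DMSO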
m-calpain inh: calpain II (pig) inhibition; inhibition, % at 16 µM; purified calpain II, fluorogenic peptide substrate, 30 min; actives 0.37% (n = 220,000);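 active = inhibition above about 50%, limit read from the data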
S1P4 antag: human S1P4 receptor antagonism; inhibition, % at 4.98 µM; actives 0.26% (n = 220,000); O95977; S1P4-expressing cells, antagonist mode, reporter read-out; AID 1510; in the data active = inhibition above about 29%;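 note: 0% = wells stimulated with agonist and 100% = vehicle wells without agonist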
Ba/F3 V617F tox: loss of viability in JAK2V617F-driven Ba/F3 cells | Ba/F3 EpoR-JAK2V617F viability, ATP luminescence | inhibition, % at 5.6 µM | actives 1.1% (n = 220,000) | AID 1446;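 active = inhibition above the campaign mean plus 3 SD over all tested compounds, cut at about 24% in these data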;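 note: cytokine-independent growth of Ba/F3 cells driven by EpoR plus mutant JAK2; 0% = DMSO-treated cells and 100% = JAK inhibitor I control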
EP2 modulator: modulates human prostaglandin E2 receptor EP2 signaling. induction, % at 25 µM. actives 0.83% (n = 260,000). EP2-expressing cells, cAMP HTRF FRET, PGE2 co-stimulation. AID 940;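 active = compounds whose cAMP rise, as percent of the full-agonist control response, exceeds 60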;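 note: rat C6 glioma line stably carrying human EP2 under a CMV promoter; the protocol text gives 20 µM as final concentration; 100% = response of wells given 1 µM PGE2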
Target sequence (P43116 whole entry, looked up): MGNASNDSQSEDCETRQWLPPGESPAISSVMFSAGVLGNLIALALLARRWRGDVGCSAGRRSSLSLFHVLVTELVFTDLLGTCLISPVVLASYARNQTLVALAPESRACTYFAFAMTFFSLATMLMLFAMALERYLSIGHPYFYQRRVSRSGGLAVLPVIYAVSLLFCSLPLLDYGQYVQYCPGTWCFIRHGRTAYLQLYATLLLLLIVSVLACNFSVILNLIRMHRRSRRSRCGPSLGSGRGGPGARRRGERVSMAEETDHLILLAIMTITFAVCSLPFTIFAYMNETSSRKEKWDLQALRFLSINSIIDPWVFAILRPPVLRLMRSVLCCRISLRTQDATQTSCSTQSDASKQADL
TRPN1 ag: agonists of zebrafish TRPN1 channel; HEK293 zebrafish TRPN1-YFP, Fluo-8 calcium fluorescence; 100% = response to 87 µM carbachol; activation, % at 3 µM; actives 0.18% (n = 220,000);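 active = activation above its plate's cutoff, the mean activation of test wells on that plate plus 3 SD, cut at about 19% in these data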;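 note: 0% = DMSO alone and 100% = 87 µM carbachol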
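Material – zebrafish TRPN1-YFP in HEK293 cells · Doses – 3 µM single point · Schedule – dye 1 h 37 °C plus 30 min RT · Signal – Fluo-8 calcium fluorescence, excitation 470-495 nm, emission 515-575 nm · Read-out – % activation versus carbachol response · Control set – carbachol high, DMSO low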
* hit, by the source's call; . = not tested or not shown. This is a random part of the collection; 3.6% or so of the library scored in one or more.

SMILES	BaF3 tox	S1P4 ag	PERK inh	TRPML3 ag	m-calpain inh	S1P4 antag	Ba/F3 V617F tox	EP2 modulator	TRPN1 ag
COc1ccc(-n2c(=O)c(NC(=O)c3ccccc3)c3n(c2=S)CCCCC3)cc1	2	0.3	0.4	1.2	17	3	3	-20	2.1
NNC(=O)c1cn2ccccc2n1	8	0.1	1.4	0.6	-8	-19	3	20	2.6
O=c1cc(CSc2nnnn2-c2ccccc2)nc2nc[nH]n12	-2	-1.3	0.8	0.1	16	-31	-5	-3	0.2
Cc1nn(-c2nc3ccccc3s2)c(N)c1Sc1ccc(F)cc1	-1	0.2	1.4	1.1	-14	11	-1	11	-0.9
C=C(C)COc1ccc(-c2nc(N)ncc2-c2ccccc2OC)c(O)c1	0	-0.5	0.5	-0.3	24	-1	-2	-34	-1.6
COc1ccccc1N1CCN(C(=O)CN2C(=O)c3cccc4cccc(c34)C2=O)CC1	7	-0.7	-0.1	-0.1	-17	4	-3	-40	0.2
O=C1NCCCC1C(=O)N/N=C/c1cccc([N+](=O)[O-])c1 (stereo not given)	0	-0.3	2.0	1.2	-4	1	-4	-12	0.8
O=C(COc1ccc(Br)cc1)N1CCC(c2ccccc2)C1 (stereo not given)	-2	0.3	0.2	-0.7	16	-8	-6	-33	-1.4
Cc1nn(C)c(Oc2ccccc2)c1CCNC(=O)CC(C)C	2	-0.9	0.0	0.3	11	-14	0	-22	0.9
COc1ccccc1NS(=O)(=O)c1cc(NC(=S)NCC2CCCO2)ccc1C (stereo not given)	6	0.1	0.2	3.4	8	-6	4	-46	2.5
CC(C)(C)NC(=O)/C=N/O	-2	1.7	0.8	0.9	-4	-2	-4	7	0.7
COc1ccc(C(=O)NC(=S)Nc2ccc3oc(=O)ccc3c2)cc1OC	11	-1.0	0.3	0.5	26	5	6	5	1.9
O=C(N1CCOCC1)N1CCN(c2ccccc2F)CC1	0	-1.6	2.1	-0.8	-21	-8	-2	1	0.5
COc1ccc(-c2csc(Cc3nnc(N4CCOCC4)n3-c3ccccc3)n2)cc1	7	0.6	0.6	0.6	-8	4	-1	34	1.2
CCOC(=O)c1c(N)sc2c1CCS(=O)(=O)C2	0	0.5	0.7	1.2	13	8	-1	-14	-0.3

Rewritten with each value named: part of the list above.
mol: COc1ccccc1NS(=O)(=O)c1cc(NC(=S)NCC2CCCO2)ccc1C (stereo not given)
  BaF3 tox: 6
  S1P4 ag: 0.1
  PERK inh: 0.2
  TRPML3 ag: 3.4
  m-calpain inh: 8
  S1P4 antag: -6
  Ba/F3 V617F tox: 4
  EP2 modulator: -46
  TRPN1 ag: 2.5
mol: NNC(=O)c1cn2ccccc2n1
  BaF3 tox: 8
  S1P4 ag: 0.1
  PERK inh: 1.4
  TRPML3 ag: 0.6
  m-calpain inh: -8
  S1P4 antag: -19
  Ba/F3 V617F tox: 3
  EP2 modulator: 20
  TRPN1 ag: 2.6
mol: COc1ccc(-n2c(=O)c(NC(=O)c3ccccc3)c3n(c2=S)CCCCC3)cc1
  BaF3 tox: 2
  S1P4 ag: 0.3
  PERK inh: 0.4
  TRPML3 ag: 1.2
  m-calpain inh: 17
  S1P4 antag: 3
  Ba/F3 V617F tox: 3
  EP2 modulator: -20
  TRPN1 ag: 2.1

Other entries
SMILES	BaF3 tox	S1P4 ag	PERK inh	TRPML3 ag	m-calpain inh	S1P4 antag	Ba/F3 V617F tox	EP2 modulator	TRPN1 ag
O=C(CN1C(=O)c2ccccc2S1(=O)=O)NCc1ccccn1	3	-4.3	0.1	0.7	13	10	-2	15	0.1
CCOC(=O)c1c(-c2ccc(C)o2)csc1NC(=O)CN1CCCCC1	4	-1.3	0.0	1.8	34	4	3	66*	0.8
Cc1ccc2c(C)nc(NC3=NCN(C(C)C)CN3)nc2c1	31*	0.7	0.9	0.5	.	1	10	.	0.6
CCOC(=O)N1CCN(C(=O)CCc2ccc(S(=O)(=O)NCCc3ccccc3)cc2)CC1	-1	-0.2	-1.0	0.3	27	-1	-5	-9	0.0
Cc1c(C(c2ccc(N(C)C)cc2)c2c(C)n(C)n(-c3ccccc3)c2=O)c(=O)n(-c2ccccc2)n1C	12	1.3	1.4	1.6	-15	10	4	27	-0.4
c1ccc(Cn2nnnc2C(c2ccccc2)N2CCN(c3nc4ccccc4s3)CC2)cc1 (stereo not given)	7	0.8	0.4	1.1	5	-1	-5	30	0.5
COc1ccc(S(=O)(=O)Nc2ccc(S(=O)(=O)Nc3ccc(F)cc3)cc2)cc1C	3	-3.7	0.9	0.0	-15	11	-2	-6	-0.9
O=C(Nc1ccc(COc2ccccc2)cc1)Oc1ccccc1N1CCOCC1	1	-0.5	-1.0	0.5	5	5	-1	-16	-0.9
CCc1ccc(-c2cn3nc(-c4ccccc4)cnc3n2)cc1	0	0.6	0.9	0.6	-32	9	-4	-2	0.5
Cc1ccc(N(CC(=O)NCC2CCCO2)C(=O)CCC(=O)Nc2ccccn2)cc1 (stereo not given)	0	0.9	1.2	0.3	-1	-2	-1	9	0.3
CCSCCC(NC1=CC(=O)CC(C)(C)C1)C(=O)O (stereo not given)	1	1.9	0.4	-0.1	-43	-18	0	29	-0.7
CCOc1ccc(OCc2ccc(C(=O)NCc3cccnc3)o2)cc1	6	1.2	-0.5	0.3	1	-13	0	-12	-0.1
CCCC(CCC(=O)Nc1ccn(-c2ccccc2)n1)C(=O)O (stereo not given)	-1	1.9	0.2	0.8	-2	-5	3	-3	0.2
Cc1nc2ccccc2n1CC(=O)OCC(=O)Nc1ccc2c(c1)OCCO2	5	0.0	1.7	1.4	-16	-14	-2	18	0.4
CCNc1c([N+](=O)[O-])c(=O)n(CC)c2ccccc12	-4	-1.0	0.2	0.5	-7	1	-4	14	0.7

Ordered by the number under S1P4 antag (highest first): some entries from above.
molecule	S1P4 ag	PERK inh	TRPML3 ag	m-calpain inh	S1P4 antag	EP2 modulator
O=C(CN1C(=O)c2ccccc2S1(=O)=O)NCc1ccccn1	-4.3	0.1	0.7	13	10	15
Cc1ccc2c(C)nc(NC3=NCN(C(C)C)CN3)nc2c1	0.7	0.9	0.5	.	1	.
c1ccc(Cn2nnnc2C(c2ccccc2)N2CCN(c3nc4ccccc4s3)CC2)cc1 (stereo not given)	0.8	0.4	1.1	5	-1	30
Cc1ccc(N(CC(=O)NCC2CCCO2)C(=O)CCC(=O)Nc2ccccn2)cc1 (stereo not given)	0.9	1.2	0.3	-1	-2	9
Cc1nc2ccccc2n1CC(=O)OCC(=O)Nc1ccc2c(c1)OCCO2	0.0	1.7	1.4	-16	-14	18

Additional structures follow.
SMILES	BaF3 tox	S1P4 ag	PERK inh	TRPML3 ag	m-calpain inh	S1P4 antag	Ba/F3 V617F tox	EP2 modulator	TRPN1 ag
Cc1nn2c(-c3ccccc3)ccnc2c1-c1ccccc1	3	-1.6	-0.2	0.3	4	-7	-2	6	-0.3
CCn1c(CNC(=O)c2cccc(C)c2)nc2ccccc21	3	-0.9	-0.7	0.1	15	-24	-1	-4	0.3
Cc1ccc2nc(C(F)(F)F)c(C#N)c(N)c2c1	6	0.3	0.0	1.0	-6	-28	-4	-45	0.6
COc1cc(NS(=O)(=O)c2ccc(NC(=O)/C=C/c3ccc([N+](=O)[O-])cc3)cc2)ncn1	11	0.4	0.4	-0.6	-57	-4	2	-101	0.8
CCOC(=O)COc1c(Br)cc(/C=C2\SC(=O)N(CC(=O)N3CCCC3)C2=O)cc1OC	4	-0.7	0.5	0.7	28	6	2	-3	0.4
Cc1ccc(-n2c(SCC(=O)NCc3ccc4c(c3)OCO4)nnc2-c2cccnc2)c(C)c1	4	-1.8	-0.6	-1.0	18	-10	2	12	-0.7
CCOc1ccc(NS(=O)(=O)c2ccc(OC)c(C)c2)cc1	5	-0.2	0.1	-0.2	24	-9	-1	-31	-0.9
S=c1nccc(-c2ccc(Cl)cc2)[nH]1	0	1.6	0.6	-0.5	-15	-8	-4	1	0.5
OCCNc1nc2ccccc2n1-c1ncnc2sc3c(c12)CCC3	11	-0.4	-1.3	1.0	-33	-20	4	6	2.2
COCCN(Cc1cc2cc(C)cc(C)c2nc1Cl)C(=O)Nc1ccccc1	7	1.9	0.2	-0.1	16	-16	-1	16	0.2
O=C(COc1ccc(Cl)cc1Cl)N(Cc1ccco1)C1CCS(=O)(=O)C1 (stereo not given)	5	-1.0	-0.7	1.0	-2	-1	0	-9	2.7
Cc1cc(/C=C2\SC(=S)N(Cc3ccco3)C2=O)c(C)n1-c1ccccc1	5	1.2	1.2	1.6	-53	-1	-2	-23	2.2
COc1ccccc1OCCNC(=O)Nc1ccc(Br)cc1	1	-0.1	0.7	-0.4	-3	-1	0	-37	-0.7
Cc1nnc2sc(SCC(=O)Nc3ccc(Br)cc3)nn2c1=O	8	0.8	0.3	0.5	-2	-7	-1	-17	-1.0
COc1ccc(NC(=O)C(C)Sc2ccccc2)cc1 (stereo not given)	7	1.2	0.4	-0.2	-11	-22	-1	-7	-1.3
Cc1ccc(C)c(S(=O)(=O)N2CCCOC2CNC(=O)C(=O)NCCCn2ccnc2)c1 (stereo not given)	3	-0.4	1.0	0.8	-2	-19	-2	-9	-1.9
COc1ccc(C)cc1NC(=S)NC(C)c1ccc(OC)c(OC)c1 (stereo not given)	6	1.4	1.5	-0.6	-6	-8	3	30	-1.1
COc1ccc(CCNC(=O)Nc2cccc([N+](=O)[O-])c2)cc1OC	4	2.0	-0.2	1.5	-21	-12	-1	-46	1.0
COC(=O)[C@@H](NC(=O)CCc1nnc(-c2ccsc2)o1)C(C)C	6	-0.1	0.5	-0.4	-16	-18	-2	9	1.1
COC(=O)c1cccc(C(=O)Nc2ccc(C)cc2Br)n1	1	-0.1	-0.4	-0.1	-7	-14	-3	41	-0.1
COc1cccc(/C=N/Nc2ncnc3c2ncn3Cc2ccccc2)c1O	59*	0.6	-0.6	0.0	-5	-1	71*	-7	0.2
O=Cc1c(SCCO)nc2ccccn2c1=O	-1	-0.5	1.0	0.1	26	3	-1	-10	1.2
O=C1CNC(=S)N1CCOc1ccccc1	2	2.1	0.4	0.7	16	14	1	-16	1.4
COCC1CCCN(Cc2cn(-c3ccccc3)nc2-c2ccc3c(c2)OCO3)C1 (stereo not given)	3	1.9	-1.6	0.5	-17	-7	-1	12	1.5
CCOC(=O)N1CCN(C(=O)c2cn(CC)c3cc(N4CCN(C)CC4)c(F)cc3c2=O)CC1	79*	-0.1	0.4	1.0	-72	-52	-2	17	1.7
COC(=O)c1cc(Br)c(=O)n(-c2cc(C)on2)c1	3	0.2	-0.2	-0.4	-14	-1	3	17	2.3
O=C1N/C(=N\N=C\c2ccco2)SC1Cc1ccccc1[N+](=O)[O-] (stereo not given)	-10	0.3	1.2	0.8	-2	5	-1	33	-0.2
Nn1c(SCc2nc3ccccc3[nH]2)nnc1C1CCCCC1	5	0.8	0.5	0.1	10	-14	0	18	-0.2
CCn1c(C)nc2cc(C(=O)N/N=C/c3cccc(O)c3O)ccc21	4	4.9	1.1	1.4	-1	-5	14	-15	1.5
O=S(=O)(NC1=NCCC1)c1cccs1	3	0.8	-0.9	0.1	-8	-2	2	34	0.5
C=CCNc1nc(-c2ccc(Cl)cc2)cs1	-2	2.7	0.5	-0.7	1	1	-5	-2	-1.9
C=CCN(c1ccccc1C(=O)O)S(=O)(=O)c1ccc(NC(=O)OC)cc1	-1	1.1	-0.2	0.8	-2	-2	0	8	1.8

EP2 modulator: what is marked active above
mol	S1P4 ag	PERK inh	TRPML3 ag	m-calpain inh	S1P4 antag	EP2 modulator
CCOC(=O)c1c(-c2ccc(C)o2)csc1NC(=O)CN1CCCCC1	-1.3	0.0	1.8	34	4	66*
